# M. tuberculosis HTS: M. tuberculosis growth inhibition, HTS (AID 449762); one-dose inhibition, % at 25 µM; IC50 in µM for titrated hits; M. tuberculosis H37Rv growth inhibition, 7H9 media; higher % means a stronger effect; 0.59% of 330,000 active; in the data active means a potency from the dose series; inconclusive means inhibition above about 70% without an active follow-up result;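 further: bacterial growth assessed after seven days of incubation; strong numbers were not always called active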
# PhoP GFP inhibition: Inhibition of PhoP regulon, Salmonella typhi GFP reporter cells, confirmation, 4 h (AID 1850). Salmonella Typhi PhoP-promoter GFP reporter, fluorescence, 4 h; higher % means a stronger effect. 0.33% of 310,000 active. inhibition, % at 50 µM; hits with a dose series show IC50 in µM; in the data active means a potency from the dose series; inconclusive means inhibition mostly from about 25% at the one dose, without a potency; inactive means the rest, 99 in 100 with inhibition below about 19%;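 further: 0% = induced wells with vehicle and 100% = uninduced wells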
# VEEV TC-83 Vero: inhibitors of VEEV TC-83 cytopathic effect, confirmation, Vero cells (AID 588727); Vero cells, VEEV TC-83 cytopathic effect inhibition; higher % means a stronger effect; one-dose inhibition, % at 20 µM; IC50 in µM for titrated hits; 0.13% of 350,000 active; in the data active means a potency from the dose series; inconclusive means inhibition mostly from about 14% at the one dose, without a potency; inactive means the rest, 99 in 100 with inhibition below about 12%; further: strong numbers were not always called active
# tuberculosis growth: growth inhibition of non-replicating M. tuberculosis (AID 488890) | Mycobacterium tuberculosis non-replicating, growth inhibition; higher % means a stronger effect | inhibition, % at 25 µM, or IC50 in µM where a hit was titrated | 0.39% of 320,000 active; in the data active means a potency from the dose series; inconclusive means inhibition mostly from about 82% at the one dose, without a potency; inactive means the rest, 99 in 100 with inhibition below about 76%;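 further: plate controls were DMSO cells for no effect and high antibiotic wells for full effect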
# H1N1 NS1A inhibition: H1N1 influenza NS1A inhibitors, functional cell based assay (AID 504329); NS1A functional cell-based assay, percent inhibition; higher % means a stronger effect; inhibition, % at 12.5 µM, or IC50 in µM where a hit was titrated; 0.3% of 340,000 active; in the data active means a potency from the dose series; inconclusive means inhibition above about 27% without an active follow-up result; further: strong numbers were not always called active
# VEEV TC-83 Vero 10K pilot screen: also measured in VEEV TC-83 Vero; calls as there; inhibition, %; measured here: 10K pilot screen inhibition
# An asterisk follows results filed as active; i = inactive; u = inconclusive; x = not tested or not shown.
SMILES,M. tuberculosis HTS,PhoP GFP inhibition,VEEV TC-83 Vero,tuberculosis growth,H1N1 NS1A inhibition,others
Cn1ccnc1C(=O)c1ccc(NN)c([N+](=O)[O-])c1,-11.8%,-4.8%,0.8%,11.8%,4.3%,
O=C(Oc1cc(=O)oc2c1c(=O)n1c3c(cccc23)CC1)c1ccc(F)cc1,32.1%,-10.5%,0.6%,68.0%,x,
CCOc1ccc(Nc2nc(NCc3ccco3)nc(N)c2[N+](=O)[O-])cc1,-5.1%,6.1%,i,-8.1%,14.7%,
Cc1nc(C)n(C(C)CC(=O)O)n1 (centres undefined),-9.5%,2.8%,6.6%,0.2%,0.2%,
CC(C)(C)c1ccc(/C([O-])=C(/C(=S)NCc2ccco2)[n+]2ccccc2)cc1,-3.2%,-1.8%,x,21.4%,x,
COc1ccc(OC)c(S(=O)(=O)N2CCN(C(=O)c3cc(C4CC4)nn3-c3ccccc3)CC2)c1,3.5%,x,0.5%,-3.3%,5.5%,
CCCn1c(=O)c(C(=O)NCc2cccnc2)c(O)c2ccccc21,7.3%,20.3%,1.4%,12.6%,0.9%,
Cc1ccc(NC(=O)CN(C)C(=O)CSc2nc3ccccc3o2)cc1,4.6%,10.4%,0.7%,36.9%,6.2%,
COc1ccc(C(=O)OCCN2CCOCC2)cc1OC,-5.5%,8.3%,1.3%,-0.7%,0.3%,
COc1ccc(N2CC(C(=O)NCc3ccco3)CC2=O)cc1 (centres undefined),9.1%,6.0%,1.7%,5.7%,-22.2%,
Cc1ccc2c(c1)N(CC(=O)N1CCCCCC1)C(=O)CO2,-3.5%,1.1%,6.2%,-0.4%,3.3%,VEEV TC-83 Vero 10K pilot screen=0.0
CCC(=O)Nn1c(C)nnc1C,-8.9%,19.2%,0.5%,-0.7%,-43.1%,
Cc1c(NC(=O)C(C)OC(=O)c2cc(Cl)ccc2O)c(=O)n(-c2ccccc2)n1C (centres undefined),-16.4%,-8.2%,1.4%,9.4%,-11.4%,
COc1ccc(C(=S)N2CCN(c3cccc(Cl)c3)CC2)c(OC)c1,-3.4%,16.5%,6.6%,9.4%,-2.0%,
NS(=O)(=O)c1ccc(CNC(=O)/C=C/c2c(F)cccc2Cl)cc1,-4.7%,-8.1%,0.4%,16.3%,-1.0%,
CCC(Sc1nncn1C)C(=O)Nc1nnc(-c2ccc(Cl)cc2)s1 (centres undefined),-3.2%,-5.8%,2.2%,44.1%,-5.9%,
O=C(O)c1cnn2c(C(F)(F)F)cc(-c3ccccc3)nc12,-9.7%,-5.6%,2.6%,-2.1%,0.9%,VEEV TC-83 Vero 10K pilot screen=0.8
O=C(NC1=NCCS1)c1cc(-c2cccs2)nc2ccccc12,5.9%,3.0%,8.2%,48.0%,2.0%,
O=C(CCC(=O)Nc1ccc(Br)cc1)N/N=C/c1ccccc1O,-3.1%,-13.4%,u,33.5%,-10.0%,
CCc1ccc(NC(=O)CSc2nnc(C)c(=O)n2N)cc1,-14.5%,-4.3%,0.9%,-3.1%,24.1%,

# A draw from above in order of length of the SMILES, highest first.
SMILES,M. tuberculosis HTS,PhoP GFP inhibition,VEEV TC-83 Vero,tuberculosis growth,H1N1 NS1A inhibition,others
COc1ccc(OC)c(S(=O)(=O)N2CCN(C(=O)c3cc(C4CC4)nn3-c3ccccc3)CC2)c1,3.5%,x,0.5%,-3.3%,5.5%,
CC(C)(C)c1ccc(/C([O-])=C(/C(=S)NCc2ccco2)[n+]2ccccc2)cc1,-3.2%,-1.8%,x,21.4%,x,
O=C(Oc1cc(=O)oc2c1c(=O)n1c3c(cccc23)CC1)c1ccc(F)cc1,32.1%,-10.5%,0.6%,68.0%,x,
CCC(Sc1nncn1C)C(=O)Nc1nnc(-c2ccc(Cl)cc2)s1 (centres undefined),-3.2%,-5.8%,2.2%,44.1%,-5.9%,
CCCn1c(=O)c(C(=O)NCc2cccnc2)c(O)c2ccccc21,7.3%,20.3%,1.4%,12.6%,0.9%,
O=C(CCC(=O)Nc1ccc(Br)cc1)N/N=C/c1ccccc1O,-3.1%,-13.4%,u,33.5%,-10.0%,
COc1ccc(C(=O)OCCN2CCOCC2)cc1OC,-5.5%,8.3%,1.3%,-0.7%,0.3%,

# (further entries)
SMILES,M. tuberculosis HTS,PhoP GFP inhibition,VEEV TC-83 Vero,tuberculosis growth,H1N1 NS1A inhibition,others
O=c1[nH]c2cc(NCCO)c([N+](=O)[O-])cc2[nH]1,2.6%,1.2%,1.3%,0.6%,12.6%,
CCC(=O)Nc1nc(C)c(-c2csc(Nc3ccccn3)n2)s1,0.9%,6.1%,3.0%,3.9%,11.0%,
O=C(NNC(=O)c1cc(OCC(F)(F)F)ccc1OCC(F)(F)F)c1ccc(Cl)c(Cl)c1,7.7%,-8.3%,1.7%,2.2%,-5.8%,
Cc1ccc(C)c(NC(=O)CN(C)S(=O)(=O)c2ccc(F)cc2)c1,0.7%,-13.3%,0.7%,-12.4%,-12.6%,
CC(NC(=O)c1sc2ccccc2c1Cl)C1CCCO1 (centres undefined),2.8%,0.0%,1.1%,31.9%,-6.1%,
CCOC(=O)c1ccc(NC(=O)C(=O)NCC2CCCO2)cc1 (centres undefined),44.6%,11.4%,0.5%,-4.0%,0.4%,
Cc1ccnc(SCCn2c(N3CCC(C)CC3)nc3c2c(=O)n(C)c(=O)n3C)n1,-4.5%,-3.2%,i,18.6%,22.3%,
CN(C)c1cccc(C(=O)OCCNC(=O)c2cccc(S(=O)(=O)N3CCOCC3)c2)c1,6.2%,-14.6%,0.3%,-0.7%,5.5%,
COC(=O)CNC(=O)c1cccs1,-6.8%,5.6%,i,-2.9%,8.2%,
N#CN1CCC(NS(=O)(=O)c2ccc(C(F)(F)F)cc2)CC1,-0.5%,x,0.1%,5.5%,-62.2%,
CCOC(=O)c1cc(C#N)c(SCC(N)=O)[nH]c1=O,-2.3%,-11.2%,2.1%,34.1%,-2.7%,
O=C(CCN1CCN(Cc2ccccc2)CC1)Nc1cccc(Br)c1,9.2%,10.7%,2.0%,8.4%,27.9%,
CSCC[C@H](NC(=O)COc1ccc(Cl)cc1Cl)c1nc2ccccc2[nH]1,2.9%,-0.3%,0.6%,17.9%,-3.8%,VEEV TC-83 Vero 10K pilot screen=0.0
COc1ccccc1N(CC(=O)NC1CCCCC1)C(=O)CNC(=O)c1cccs1,3.8%,-6.6%,0.6%,-3.0%,8.1%,
CC1CCCCC12NC(=O)N(Cn1nnc3ccccc3c1=O)C2=O (centres undefined),1.6%,7.2%,3.6%,5.0%,-4.6%,
Cc1cc(C)cc(Nc2nc3c([nH]2)c(=O)n(C)c(=O)n3C)c1,6.0%,-9.8%,2.2%,9.8%,5.7%,
CC(C)c1nc(SCC(=O)NC2CCCC2)c2c(=O)n(C)c(=O)n(C)c2n1,8.5%,-0.7%,3.0%,-6.5%,19.1%,
O=C(CCl)N1CCN(S(=O)(=O)Cc2ccccc2)CC1,-3.3%,x,u,-14.5%,-1.9%,
Cn1c(SCCC(=O)O)nnc1-c1ccncc1,-3.6%,1.3%,i,-6.6%,-2.7%,
Cc1ccc(OCCNC(=O)c2cc(C3CC3)nc3c2cnn3C(C)C)cc1,2.6%,x,8.1%,28.1%,-3.7%,
CCCCCCOc1ccc(OCC(O)CN2C(=O)NC(C)(C)C2=O)cc1 (centres undefined),-5.7%,4.8%,0.9%,19.7%,2.4%,
COc1cc(SC)ccc1C(=O)OCc1nc2ccsc2c(=O)[nH]1,2.5%,1.4%,1.3%,-7.1%,-9.7%,
CC(CCC(=O)O)C1CCC2C3C(O)CC4CC(O)CCC4(C)C3CC(O)C12C (centres undefined),-5.7%,-10.3%,1.5%,7.5%,0.7%,
O=C(COC(=O)CCN1C(=O)/C(=C\C=C\c2ccccc2)SC1=S)Nc1ccc(Br)cc1,-1.9%,10.7%,4.8%,u,-0.3%,
O=C(COC(=O)c1cc(S(=O)(=O)N2CCOCC2)c(Cl)cc1Cl)Nc1ncc(C(F)(F)F)cc1Cl,-9.4%,-5.0%,5.0%,-19.0%,-0.7%,
COc1ccc(C2C3=C(CC(C)(C)CC3=O)Nc3c2c(=O)[nH]c(=O)n3Cc2ccccc2)cc1OC (centres undefined),-8.0%,-6.9%,i,23.2%,10.4%,
COc1ccccc1Nc1nc(N)nc(CN2CCOCC2)n1,-4.5%,-25.6%,0.6%,2.9%,-7.5%,
Cc1ccc(S(=O)(=O)N2CCOCC2)cc1NC(=O)CNCc1ccccn1,-11.4%,-1.3%,i,-10.5%,18µM*,
NC(=O)c1cccc(S(=O)(=O)N2CC(c3ccccc3)CC2=O)c1 (centres undefined),0.7%,-6.9%,1.4%,12.2%,-3.2%,
CCC(C)[C@H](NC(=O)N1CCn2c1nc1ccccc12)C(=O)NCC1CCCO1 (some centres undefined),4.3%,-11.1%,1.8%,-5.3%,3.4%,
CC(C)[C@H](NC(=O)c1ccccc1)C(=O)NC1=NCCS1,4.0%,x,4.8%,0.8%,-18.8%,
CCCCn1c(N)c(N(CCOC)C(=O)CCN2C(=O)C3CC=CCC3C2=O)c(=O)[nH]c1=O (centres undefined),x,x,5.8%,x,-8.5%,
O=C(O)c1ccc2c(c1Sc1ccccc1)C(=O)c1ccccc1C2=O,4.5%,1.6%,x,12.0%,x,
COc1ccc(CC(=O)NCCc2cnc[nH]2)cc1,1.7%,1.8%,i,-6.0%,-11.6%,
Cn1c(C(=O)O)c(CC(=O)N2CCC(Cc3ccccc3)CC2)c2ccccc21,5.4%,2.4%,0.8%,-9.6%,-1.6%,
OC(CNC1CCCCCC1)COc1cccc2ccccc12 (centres undefined),4.3%,-9.4%,i,61.3%,-7.3%,
COc1ccc(NC(=O)CCNC(=O)N2CC(=O)Nc3ccccc32)c(OC)c1,7.2%,0.9%,i,1.1%,2.0%,
COc1ccc(C(=O)OCC(=O)Nc2ccc(F)c(F)c2)cc1OC,0.9%,3.6%,0.9%,7.7%,29.1%,
CC(NC(N)=O)C(=O)NCC(=O)OCc1ccccc1 (centres undefined),-1.6%,4.5%,1.2%,-5.2%,-1.6%,
COc1cc(/C=N/NC(=O)CN(Cc2ccccc2)S(=O)(=O)c2ccc3c(c2)OCCO3)ccc1O,-0.7%,-1.8%,7.4%,28.8%,6.8%,
Cc1ccc(C2=NOC(=O)/C2=C\C=C\c2ccccc2)cc1,x,x,11.4%,x,-3.4%,
CC(NC(=O)c1ccccc1)C(=O)OCn1nnc2ccccc2c1=O (centres undefined),2.9%,x,i,-8.3%,6.9%,
O=C(OCC1CCNCC1)c1ccc2c(c1)OCO2,-2.0%,-1.9%,0.7%,-12.7%,-23.6%,
OC(COc1ccc2c(c1)OCO2)CN1CCN(c2ccccc2)CC1 (centres undefined),1.1%,-0.2%,i,9.9%,5.1%,
COc1ccccc1NC(=O)NC1CCCc2ccccc21 (centres undefined),-3.7%,-2.5%,10.5%,5.9%,-13.3%,
CC1=C(C(N)=O)C(c2ccccc2F)n2nc(CCCO)nc2N1 (centres undefined),1.4%,1.2%,i,0.8%,3.6%,
COc1ccc(OC)c2[nH]c(=O)c(CCNC(=O)c3ccc4c(c3)OCO4)cc12,4.3%,1.8%,1.9%,25.9%,-3.5%,
CCCCCOC(=O)C1=C(C)NC(=O)NC1c1ccc(N(C)C)cc1 (centres undefined),2.3%,-8.4%,i,1.9%,-23.3%,
c1ccc(CN2C3=NCCCN3c3ccccc32)cc1,-7.7%,6.3%,0.2%,28.6%,-3.7%,
Cc1cccc(C2c3[nH]c4ccccc4c3CCN2C(=O)Cc2nc(-c3ccccc3)n[nH]2)n1 (centres undefined),u,-13.0%,10.1%,22.0%,17.3%,VEEV TC-83 Vero 10K pilot screen=7.2
Cc1ccsc1C(=O)OCC(=O)N1CCN(C(=O)c2ccco2)CC1,5.9%,-0.5%,0.1%,-5.1%,-1.1%,
COc1cccc(C2=NOC(C(=O)NCc3ccccc3)C2)c1 (centres undefined),5.4%,-1.4%,3.0%,15.3%,0.8%,
Cc1ccc(CNC(=O)COC(=O)c2ccc(Br)o2)cc1,15.4%,x,2.3%,u,-11.1%,
Cc1nc(NCCCN2CCOCC2)c2cnn(-c3ccccc3)c2n1,x,x,1.9%,x,-16.8%,
Cc1ccc(C)c(-n2c(SCC(N)=O)nnc2-c2ccccn2)c1,-0.8%,-9.2%,2.0%,11.4%,6.8%,
COc1cccc(C2C3(C#N)C(N)=NC(OC)(OC)C23C#N)c1 (centres undefined),4.4%,0.6%,1.5%,-6.0%,-19.1%,
O=C(Nc1ccc([N+](=O)[O-])cc1)N1CCCCCC1,-12.6%,-3.4%,1.8%,8.6%,-4.1%,
Cc1ccc2[nH]c(C)c(CC(=O)O)c2c1,1.8%,-7.7%,2.6%,9.4%,11.6%,
